Screening data (PubChem BioAssay)
Statin myotox sup – suppressors of statin myotoxicity in C2C12 myotubes, primary screen, cell-based, single point, plate reader | C2C12 myotubes + simvastatin, ATP luminescence, 48 h; scaled: DMSO 0, geranylgeraniol control 100 | rescue of ATP level, % at 7.49 µM | 0.78% of 330,000 active;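 active means mean ATP rescue above about 67%, or every replicate alone reaching that limit, limit read from the data, passing the limit was not always enough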;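 further: myotubes were challenged with 10 µM simvastatin during compound exposure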
S100A4 inh HTS – inhibitors of S100A4-myosin IIA peptide binding, primary screen, biochemical, fluorescence polarization, TAMRA-MyoIIA peptide | Protein S100-A4 (Homo sapiens), P26447 | inhibition, % at 10.7 µM | 0.14% of 360,000 active;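 active means mean inhibition of at least 70% across replicates, with every replicate also reaching that level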
Target sequence (P26447 whole entry, looked up): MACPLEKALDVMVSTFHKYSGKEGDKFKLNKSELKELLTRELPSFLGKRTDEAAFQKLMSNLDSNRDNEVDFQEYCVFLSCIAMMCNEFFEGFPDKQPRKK
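Assay system: human S100A4 monomer with TAMRA-labelled myosin IIA peptide / Buffer or medium: Calcium-containing HEPES buffer, pH 7.2 / Reagent: TAMRA-labelled myosin IIA heavy-chain peptide probe, 5 nM / Compound: one dose per compound / Timing: polarization read 5 min after assay mix addition, stable 5–60 min / Benchmarks: neutral control DMSO, positive control TFP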
FN deposition inh – inhibitors of fibronectin matrix deposition, primary screen, AH1F cells, Alexa488-fibronectin fluorescence, plate reader; AH1F fibroblasts, overnight; inhibition, % at 12.6 µM; 0.086% of 350,000 active;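 active means mean inhibition across replicates of 30% or more, regardless of how many single replicates reach that level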;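 further: positive control wells lacked labelled fibronectin entirely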
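Measured by – fluorescence 485/525 nm · System – AH1F fibroblast monolayer, labelled fibronectin deposition · Amount – 10000 cells per well · Buffer or medium – serum-reduced DMEM (2% serum) · Doses – single dose, pinned · Also added – fluorescent fibronectin at 24 nM final · Schedule – 1 h cell attachment, overnight exposure to compound and label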
CASP6 VEID inh – human caspase-6 inhibitors, primary screen, biochemical, VEID-R110 fluorescence, single point, set 2; P55212; purified caspase-6, Z-VEID-R110 cleavage fluorescence; inhibition, % at 12.5 µM; 0.53% of 350,000 active;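 active means mean inhibition across replicates at least about 35%, with every replicate also reaching that limit, limit read from the data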;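 further: 0% = median of neutral control wells and 100% = no fluorescence left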
Target sequence (P55212 24-179 limits assumed): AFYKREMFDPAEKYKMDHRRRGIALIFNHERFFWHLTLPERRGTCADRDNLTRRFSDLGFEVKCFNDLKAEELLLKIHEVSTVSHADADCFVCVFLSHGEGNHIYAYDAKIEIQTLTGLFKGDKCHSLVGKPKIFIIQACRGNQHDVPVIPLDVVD
Target sequence (P55212 194-293 limits assumed): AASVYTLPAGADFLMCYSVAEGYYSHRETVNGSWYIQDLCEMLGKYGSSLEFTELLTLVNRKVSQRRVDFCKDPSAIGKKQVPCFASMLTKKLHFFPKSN
LGR2 inh – inhibitors of bursicon-induced LGR2 CRE-luciferase signal, primary screen, cell-based, HEK293, CRE-luciferase reporter, bursicon stimulation | bursicon-stimulated, 4 h | inhibition, % at 9.99 µM | 0.35% of 380,000 active | AID 720647, 2013;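 active means drop in luminescence signal, shown as inhibition above about 50% in the replicate tests, limit read from the data, passing the limit was not always enough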;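 further: agonist challenge used bursicon conditioned medium at about half maximal strength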
esBAF inh – Bmi1 luciferase reporter increase in mESCs, primary screen, esBAF inhibitor project, mouse ES cells, Bmi1 luciferase knock-in, single point | 24 h; 100% = twice the neutral-well signal | 2% of 350,000 active | reporter increase, % at 12.5 µM; in the data active means activation above about 40%;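 further: 0% = median of the plate's neutral control wells and 100% = double that signal; a rise in the Bmi1 reporter signal indicates esBAF inhibition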
SIRT5 inh – SIRT5 desuccinylase inhibitors, primary screen, biochemical, fluorescence imaging, single point, set 5; NAD-dependent protein deacylase sirtuin-5, mitochondrial (Homo sapiens), Q9NXA8; Purified SirT5, succinyl-peptide AMC, trypsin-coupled fluorescence; inhibition, % at 15 µM; 1.1% of 330,000 active; AID 652115, 2013; in the data active means inhibition above about 15%
Target sequence (Q9NXA8 whole entry, looked up): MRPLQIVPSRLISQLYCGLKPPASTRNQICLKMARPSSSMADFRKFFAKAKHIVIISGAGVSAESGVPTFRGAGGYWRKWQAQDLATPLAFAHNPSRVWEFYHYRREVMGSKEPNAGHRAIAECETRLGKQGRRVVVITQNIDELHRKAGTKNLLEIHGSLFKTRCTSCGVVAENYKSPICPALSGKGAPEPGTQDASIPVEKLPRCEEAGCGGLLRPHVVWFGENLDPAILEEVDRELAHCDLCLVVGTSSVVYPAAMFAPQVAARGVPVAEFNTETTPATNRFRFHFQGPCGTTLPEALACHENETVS
Active calls of the source: *. A portion of the library; count on the stated rates, not on these rows.

Results for O=C(NCC1COc2ccccc2O1)c1ccc(-n2cncn2)c([N+](=O)[O-])c1 (stereo not given) ?
S100A4 inh HTS: -6; FN deposition inh: 2; CASP6 VEID inh: -86; LGR2 inh: -10; SIRT5 inh: 1

What do the screens show for `CC1(C)CC(=O)C(N=Nc2cccc(S(=O)(=O)N3CCOCC3)c2)=C(O)C1`?
Statin myotox sup: 11; S100A4 inh HTS: -1; FN deposition inh: 0; CASP6 VEID inh: -4; LGR2 inh: -13; esBAF inh: -5; SIRT5 inh: 1

How did C/C=C/c1ccc2c(c1)O[C@@H](CN(C)Cc1ccccn1)[C@H](C)CN([C@H](C)CO)S2(=O)=O do in these assays?
Statin myotox sup: -27; S100A4 inh HTS: -15; CASP6 VEID inh: -1; LGR2 inh: -12; esBAF inh: 1; SIRT5 inh: -2

What do the screens show for `COc1ccc(CCNC(=O)c2ccc(F)c(S(=O)(=O)N3CCCCC3)c2)cc1`?
Statin myotox sup: -4; S100A4 inh HTS: 7; FN deposition inh: -9; CASP6 VEID inh: 13; LGR2 inh: 9; esBAF inh: 6

How did CC=Cc1ccc2n(c1=O)C[C@H]1[C@H](CO)[C@@H](C(=O)Nc3ccccc3)N(CC3CC3)[C@@H]21 (mixture of isomers) do in these assays?
Statin myotox sup: -30; S100A4 inh HTS: 5; CASP6 VEID inh: 1; LGR2 inh: -14; esBAF inh: 5; SIRT5 inh: 1

Results for C[C@@H]1CCCCO[C@@H](CN(C)C(=O)c2ccccc2)[C@H](C)CN([C@H](C)CO)C(=O)c2cc(NC(=O)Cc3ccccc3)ccc2O1 ?
S100A4 inh HTS: -1; CASP6 VEID inh: -3; LGR2 inh: 15; esBAF inh: 12; SIRT5 inh: 3

What do the screens show for `COCCN1C(=O)c2ccccc2C1c1nnnn1Cc1ccccc1` (stereo not given)?
S100A4 inh HTS: -5; FN deposition inh: -1; CASP6 VEID inh: 0; LGR2 inh: -2; SIRT5 inh: -2

How did CC1CCCN(S(=O)(=O)c2ccc(Cl)s2)C1 (stereo not given) do in these assays?
Statin myotox sup: -7; S100A4 inh HTS: -4; FN deposition inh: 2; CASP6 VEID inh: 0; LGR2 inh: 27; esBAF inh: -4; SIRT5 inh: -1

How did COc1ccc2c3c([nH]c2c1)[C@@H](CO)N(C(=O)NC(C)C)CC31CCN(C(=O)NC(C)C)CC1 do in these assays?
S100A4 inh HTS: -1; CASP6 VEID inh: 1; LGR2 inh: 4; SIRT5 inh: -2

Results for O=C1NC(c2ccc(Cl)cc2)=COc2ccccc21 ?
Statin myotox sup: -28; S100A4 inh HTS: 0; FN deposition inh: 8; CASP6 VEID inh: 6; esBAF inh: -9; SIRT5 inh: -2

As a working copy, part of the list above.
Results for O=C(NCC1COc2ccccc2O1)c1ccc(-n2cncn2)c([N+](=O)[O-])c1 (stereo not given) ?
S100A4 inh HTS: -6; FN deposition inh: 2; CASP6 VEID inh: -86; LGR2 inh: -10; SIRT5 inh: 1

What do the screens show for `CC1(C)CC(=O)C(N=Nc2cccc(S(=O)(=O)N3CCOCC3)c2)=C(O)C1`?
Statin myotox sup: 11; S100A4 inh HTS: -1; FN deposition inh: 0; CASP6 VEID inh: -4; LGR2 inh: -13; esBAF inh: -5; SIRT5 inh: 1

How did C/C=C/c1ccc2c(c1)O[C@@H](CN(C)Cc1ccccn1)[C@H](C)CN([C@H](C)CO)S2(=O)=O do in these assays?
Statin myotox sup: -27; S100A4 inh HTS: -15; CASP6 VEID inh: -1; LGR2 inh: -12; esBAF inh: 1; SIRT5 inh: -2

What do the screens show for `COc1ccc(CCNC(=O)c2ccc(F)c(S(=O)(=O)N3CCCCC3)c2)cc1`?
Statin myotox sup: -4; S100A4 inh HTS: 7; FN deposition inh: -9; CASP6 VEID inh: 13; LGR2 inh: 9; esBAF inh: 6

Other results follow:
What do the screens show for `COc1ccc([C@H]2CC(=O)C[C@@H](CCn3cc(-c4nccn4C)nn3)O2)cc1`?
S100A4 inh HTS: -9; FN deposition inh: 4; CASP6 VEID inh: -2; LGR2 inh: -6; SIRT5 inh: -8

How did CCNC(=S)N1CCN(CCNC2=CC(=O)CC(C)(C)C2)CC1 do in these assays?
Statin myotox sup: 6; S100A4 inh HTS: 3; FN deposition inh: -3; CASP6 VEID inh: -7; LGR2 inh: -6; esBAF inh: 11; SIRT5 inh: 1

What do the screens show for `Cc1ccc(S(=O)(=O)NCC[C@H]2CC[C@H](NS(=O)(=O)c3ccccc3Cl)[C@H](CO)O2)cc1`?
Statin myotox sup: 3; S100A4 inh HTS: -36; FN deposition inh: -17; CASP6 VEID inh: -1; LGR2 inh: -6; esBAF inh: 7

What do the screens show for `CCOc1ccc(C(=O)NC(=S)Nc2ccc(N3CCOCC3)c(Cl)c2)cc1[N+](=O)[O-]`?
Statin myotox sup: -10; S100A4 inh HTS: 1; CASP6 VEID inh: -1; LGR2 inh: 9; esBAF inh: -6; SIRT5 inh: 0

How did O=C(Cc1ccccc1)N1CC[C@H]2[C@H](CO)Nc3ccc(-c4cccc(F)c4)cc3[C@H]21 do in these assays?
Statin myotox sup: 26; S100A4 inh HTS: -85; FN deposition inh: -1; CASP6 VEID inh: 2; LGR2 inh: -10; esBAF inh: -6; SIRT5 inh: 3

Results for C[C@@H]1CN([C@@H](C)CO)S(=O)(=O)c2ccc(-c3ccc(F)cc3)cc2O[C@H]1CN(C)C(=O)C1CCCCC1 ?
Statin myotox sup: -78; S100A4 inh HTS: 10; FN deposition inh: -7; CASP6 VEID inh: 1; LGR2 inh: 36; esBAF inh: 0; SIRT5 inh: 12

What do the screens show for `Cc1ccc(NC(=O)CN(C)C(=O)c2nn(C)c(=O)c3ccccc23)cc1`?
S100A4 inh HTS: -4; FN deposition inh: 8; CASP6 VEID inh: -3; LGR2 inh: 0; SIRT5 inh: -4

Results for CCCC(=O)Nc1ccc2c(c1)OC[C@@H](C)N(C(=O)c1ccccn1)C[C@@H](C)[C@@H](OC)CN(C)C2=O ?
Statin myotox sup: 6; S100A4 inh HTS: 9; FN deposition inh: 11; CASP6 VEID inh: -2; LGR2 inh: -2; esBAF inh: -2; SIRT5 inh: -1

What do the screens show for `COc1cccc(NC(=O)Nc2ccc3c(c2)C(=O)N(C)C[C@@H](OC)[C@@H](C)CN(CC2CC2)[C@H](C)CO3)c1`?
Statin myotox sup: 9; S100A4 inh HTS: -1; FN deposition inh: 6; CASP6 VEID inh: 1; LGR2 inh: -9; esBAF inh: 6; SIRT5 inh: 3

How did COC(=O)C(NC(=O)c1ccco1)(Nc1nc(C)cs1)C(F)(F)F (stereo not given) do in these assays?
Statin myotox sup: -1; LGR2 inh: 25; esBAF inh: -2

Results for C[C@H]1CCCCO[C@H](CN(C)C(=O)NC2CCCCC2)[C@@H](C)CN([C@@H](C)CO)C(=O)c2cc(NS(=O)(=O)c3ccccc3)ccc2O1 ?
S100A4 inh HTS: -23; FN deposition inh: 2; CASP6 VEID inh: -3; LGR2 inh: -7; esBAF inh: -3; SIRT5 inh: 8

How did O=C(O)c1ccc(-c2nc(-c3ccc(Cl)cc3)cs2)cc1 do in these assays?
S100A4 inh HTS: 2; FN deposition inh: -5; CASP6 VEID inh: -1; LGR2 inh: -51; SIRT5 inh: 3

How did CC(C)NC(=O)N(C)C[C@@H]1Oc2ccc(NC(=O)Nc3ccccc3)cc2CC(=O)N([C@@H](C)CO)C[C@H]1C do in these assays?
Statin myotox sup: -1; S100A4 inh HTS: -1; CASP6 VEID inh: 1; LGR2 inh: 5; esBAF inh: 1; SIRT5 inh: 9

How did C=CCNC(=O)C12CC3CC(C1)CC(C(=O)NCC=C)(C3)C2 do in these assays?
Statin myotox sup: 9; FN deposition inh: -3; esBAF inh: -1

What do the screens show for `N#Cc1ccc(NC(=O)CSc2n[nH]c(=O)n2C2CC2)cc1`?
Statin myotox sup: 1; S100A4 inh HTS: 3; FN deposition inh: 3; CASP6 VEID inh: 0; LGR2 inh: -5; esBAF inh: -5; SIRT5 inh: -3

How did Cc1ccc(C(O)c2cccnc2)o1 (stereo not given) do in these assays?
S100A4 inh HTS: 11; CASP6 VEID inh: 4; LGR2 inh: 3; SIRT5 inh: 2

Results for Cc1ccc(C)n1-c1ccc(C(=O)/C=C/N(C)C)cc1 ?
S100A4 inh HTS: -5; CASP6 VEID inh: -3; LGR2 inh: -13; SIRT5 inh: 0

How did O=C1C=C(Nc2ccccc2)C(=O)c2ccccc21 do in these assays?
Statin myotox sup: -8; S100A4 inh HTS: -11; CASP6 VEID inh: -1; LGR2 inh: 19; esBAF inh: 5

What do the screens show for `COCC(=O)Nc1ccc2c(c1)C(=O)N(C)C[C@H](OC)[C@@H](C)CN(Cc1ccccc1)[C@@H](C)CO2`?
Statin myotox sup: 9; S100A4 inh HTS: 4; FN deposition inh: 11; CASP6 VEID inh: -8; LGR2 inh: -9; esBAF inh: -3; SIRT5 inh: 5

Results for CCC(=O)NCCc1nc(-c2ccccc2)no1 ?
Statin myotox sup: 5; S100A4 inh HTS: 0; FN deposition inh: 1; CASP6 VEID inh: -1; LGR2 inh: -15; esBAF inh: -2; SIRT5 inh: 2

How did COC(=O)c1scc(C)c1NC(=O)c1ccccc1F do in these assays?
Statin myotox sup: 8; S100A4 inh HTS: 3; FN deposition inh: -3; CASP6 VEID inh: -2; LGR2 inh: 0; esBAF inh: -11; SIRT5 inh: 0

Results for CC(=O)c1ccc(NC(=O)COC(=O)CCc2ccc(S(=O)(=O)N3CCOCC3)cc2)cc1 ?
Statin myotox sup: 0; S100A4 inh HTS: 1; FN deposition inh: -6; CASP6 VEID inh: 1; LGR2 inh: -5; esBAF inh: 2; SIRT5 inh: -1

How did COc1cccc(S(=O)(=O)N2CCCCN3[C@@H](CO)[C@H](c4ccc(C#CC(C)C)cc4)[C@@H]3C2)c1 do in these assays?
S100A4 inh HTS: -4; CASP6 VEID inh: -3; LGR2 inh: 4; SIRT5 inh: 13

What do the screens show for `O=C(CC1CCCCC1)NCCCN1CCOCC1`?
Statin myotox sup: 2; S100A4 inh HTS: 0; CASP6 VEID inh: -1; LGR2 inh: -1; esBAF inh: 7; SIRT5 inh: -2

What do the screens show for `COc1cccc(CNC(=O)c2ccc(Cl)c(NC3=NC4CS(=O)(=O)CC4S3)c2)c1` (stereo not given)?
Statin myotox sup: 3; S100A4 inh HTS: -2; FN deposition inh: -7; CASP6 VEID inh: -2; LGR2 inh: -11; esBAF inh: 0; SIRT5 inh: -2

How did CCN(CC)c1ccc(/C=N/NC(=O)CNC(=O)C2COc3ccccc3O2)c(O)c1 (stereo not given) do in these assays?
Statin myotox sup: -9; S100A4 inh HTS: -1; FN deposition inh: 13; CASP6 VEID inh: -2; LGR2 inh: 15; esBAF inh: -45; SIRT5 inh: 0
